Source: PubChem (National Center for Advancing Translational Sciences (NCATS))
IL-1B inflam inh: inhibitors of inflammasome signaling (IL-1 beta secretion). THP-1 LPS/ATP IL-1B secretion, AlphaLISA, 16 h; active compounds read low. 360,000 tested, 4.7% active. AID 743279. activity change, % at 57.5 µM; in the data active = activity change below about -50%; inconclusive = mostly about -30% to -49%; note: % is set by controls: 0 for no effect and ±100 for the full control effect
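THP-1 cells pretreated 1 hr with compounds (up to 57.5 uM final), then stimulated with LPS (250 ng/mL final) plus ATP (1.25 mM final); secreted IL-1B measured by AlphaLISA after 16 hr, decreased signal indicating inhibition.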
HT1080NT lethal: kills 2HG-producing HT-1080-NT fibrosarcoma cells | AID 686970 | Potency, µM (top dose mostly 46.1 µM), for inactives: at the top dose activity, negative = less viability, actives largely listed as cytotoxic | 360,000 tested, 1.6% active | HT-1080-NT fibrosarcoma viability, CellTiter-Glo ATP luminescence, 48 h;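 note: NT is the 2HG producing partner of a matched IDH1 knockdown line; potency is the fitted concentration of half-maximal effect; 0% = DMSO-treated cells and -100% = media-only wells without cells; nearly all actives have a fitted effect of over 55% in size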
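Luminescent CellTiter-Glo readout after 48 hours of compound exposure at 37 degrees C defined viability of HT-1080-NT cells. Activity was normalized to DMSO wells and cell-free media wells; concentration-response curves were fitted and assigned curve classes.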
ATXN viability: reduces viability in counter-screen for ATXN expression inhibitors; S2 cells (HEK-293 line with an ATXN2-luciferase reporter) viability, CellTiter-Fluor protease fluorescence, 24 h; Potency, µM (series often up to 56.7 µM), hits mostly cytotoxic; 400,000 tested, 0.49% active; note: potency is the fitted concentration of half-maximal effect; nearly all actives have a fitted effect of over 40% in size
SW480 rerep: inducers of DNA re-replication in SW480 colon cancer cells; SW480 DNA re-replication, Hoechst DNA content imaging, 48 h; Potency, µM (titrated, usually from 46.1 µM), for the others: at the highest dose re-replication activation, most hits filed as activators; 340,000 tested, 1.8% active; AID 624297; note: potency is the fitted concentration of half-maximal effect; % of control where 0% means no effect; nearly all actives have a fitted effect of over 55% in size
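DNA re-replication was detected as more nuclei of elevated Hoechst intensity after 48 hr exposure to compound (23 nL pinned per well of 250 cells).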
HT1080 IDH1KD tx: HT-1080 IDH1 knockdown cell toxicity (counter line); HT-1080 IDH1 knockdown viability, ATP luminescence, 48 h; Potency, µM (top dose mostly 46.1 µM), without a hit: at the highest dose activity, negative = toxicity, most hits filed as cytotoxic; 360,000 tested, 2% active; AID 686971;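 note: potency is the fitted concentration of half-maximal effect; 0% = DMSO wells and -100% = cell-free medium wells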
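Cytotoxicity counter-line: IDH1KD HT-1080, 48 h, CellTiter-Glo. Curves classed by r2, magnitude and activity.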
MCF10A rereplic: DNA re-replication induction in MCF 10a cells | AID 624296 | Potency, µM (top dose mostly 46.1 µM), without a hit: at the highest dose activity, positive = re-replication, most hits filed as activators | 350,000 tested, 2.9% active | MCF 10A DNA re-replication, Hoechst nuclear intensity, 48 h; note: potency is the fitted concentration of half-maximal effect; % of control where 0% means no effect; nearly all actives have a fitted effect of over 50% in size
ATXN2 expr inh: reduces ATXN2 reporter expression in HEK-293 cells; HEK-293 ATXN2-luciferase reporter, luminescence, 24 h; Potency, µM (series often up to 57 µM), for the others: at the highest dose activity change, negative = inhibition, hits mostly inhibitors; 360,000 tested, 0.72% active; note: potency is the fitted concentration of half-maximal effect; % is set by controls: 0 for no effect and ±100 for the full control effect; nearly all actives have a fitted effect of over 55% in size
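ATXN2-luciferase reporter cells (luciferase flanked by upstream and downstream ATXN2 gene portions) were treated 24 h at 37 °C with compounds at up to 57 uM. SteadyGlo luminescence gave expression; GF-AFC fluorescence gave viability.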
HepG2 viability: HepG2 cytotoxicity, counter-screen for TGF-b inhibitors; HepG2 CAGA-GFP viability, ATP luminescence, 18 h; Potency, µM (top dose mostly 46.1 µM), inactives show at the highest dose activity change, negative = cytotoxicity, actives largely listed as cytotoxic; 410,000 tested, 0.76% active; note: potency is the fitted concentration of half-maximal effect; some results filed as inactive show a strong effect at the top dose
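CellTiter-Glo luminescence gave cytotoxicity after 18 hours at 37 degrees C. The cells were HepG2 CAGA-GFP in 1% FBS DMEM, stimulated with 500 pg/mL TGF-beta after compound addition. %Activity was normalised to no-cell wells (complete cell-killing) and DMSO (no toxicity), and curves were fitted and classified.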
KB-3-1 tox: KB-3-1 parental cell cytotoxicity | KB-3-1 viability, CellTiter-Glo ATP luminescence, 72 h | Potency, µM (series often up to 46.1 µM), inactives show at the highest dose activity change, negative = cytotoxic, actives largely listed as cytotoxic | 400,000 tested, 1.4% active | AID 1347075; note: potency is the fitted concentration of half-maximal effect; % is set by controls: 0 for no effect and ±100 for the full control effect; nearly all actives have a fitted effect of over 60% in size
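KB-3-1 cells, DMEM (no phenol red) + 10% FBS; compound by pin transfer, 72 h, 37 °C. Readout: CellTiter-Glo luminescence after 10 min. Data normalized, curve-fitted.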
Active calls of the source: *; i = inactive; ? = inconclusive; / = not tested or not shown; [ ] = another dose, or the depositor's remark. Unless noted, calls come from the whole dose curve; as a rule, active = well fitted curve in the direction sought with a large enough effect; inconclusive = small, poorly fitted or top-dose-only effect, or another doubt; inactive = no such curve, though single readings can be large; an effect the other way counts as inactive or inconclusive.

SMILES	IL-1B inflam inh	HT1080NT lethal	ATXN viability	SW480 rerep	HT1080 IDH1KD tx	MCF10A rereplic	ATXN2 expr inh	HepG2 viability	KB-3-1 tox
c1ccc(-c2ccc3nnnn3n2)cc1	-13	13%	i	-2%	9%	-3%	/	47%	-2%
CCSc1cc(N2CCCC2)nc(-c2ccccc2)n1	18	-4%	i	3%	0%	-4%	-16%	-4%	-2%
O=C(C(c1ccccc1)c1ccccc1)N1CCN(Cc2ccncc2)CC1	-1	5%	i	-2%[9.22 µM]	1%	-1%	-3%	1%	2%
Cc1ccc(S(=O)(=O)NN2C(=O)/C(=C\c3ccc(Cl)cc3)SC2=S)cc1	6	0%	i	-8%	19%	29%	-7%	-13%	-4%
CCOc1ccc(C2/C(=C(/O)c3ccc4c(c3)CC(C)O4)C(=O)C(=O)N2CC2CCCO2)cc1 (configuration not stated)	8	6%	i	-18%	7%	14%	6%	1%	-5%
CC(C)CCNC(=O)C(c1ccco1)N(CC1CCCO1)C(=O)Cn1nnc2ccccc21 (configuration not stated)	12	15%	i	2%[9.22 µM]	18%	0%	4%	-12%	15%
O=C(NCC(c1ccco1)N1CCN(c2ccccc2)CC1)OCc1ccccc1 (configuration not stated)	7	2%	i	1%	-1%	14%	5%	4%	17%
Cc1cc(CN(C)Cc2ccc(OCC(O)CN(C)Cc3ccccc3)cc2)on1 (configuration not stated)	25	-26%	i	-4%	-2%	-1%	-9%	-20%	12%
CC1=C(c2ccccc2)C(O)(c2ccccc2)C(C)C1=O (configuration not stated)	57	?	i	?	?	21µM*	-34%	-17%	?
O=C(c1cc2cc(Cl)ccc2oc1=O)N1CCCCCCC1	26	13%	i	2%	10%	18%	/	-39%	4%
CC1(C)CC(=O)c2cnc(NC3CC3)nc2C1	19	-2%	i	-2%	2%	-2%	-5%	5%	4%
O=C(/C=C/c1ccccc1)/C=C/c1ccccc1	-98*	-17%	40µM*	21µM*	?	3.3µM*	?	-17%	?
CN(C)c1nc(OCCOC(=O)COc2ccc(Cl)cc2Cl)nc(N(C)C)n1	19	-2%	i	-12%	8%	0%	2%	10%	10%
CCn1cc([N+](=O)[O-])nc1C	-1	-3%	i	4%	-13%	16%	-6%	-4%	4%
CC1CCN(c2ccc(C(=O)NCc3ccco3)cc2[N+](=O)[O-])CC1	?	-6%	i	8%	-19%	16%	9%	-23%	-22%
O=C(CCS(=O)(=O)c1ccccc1Cl)NC1CCCCCC1	2	0%	i	-2%	0%	-3%	27%	7%	1%
O=C(CSc1nnc2ccc(-c3cccnc3)nn12)Nc1ccccc1F	-14	-2%	?	-13%	9%	0%	14%	4%	20%
COc1cc(-c2cnc3c(NC=O)cc(-c4cccc(NC(C)=O)c4)cn23)cc(OC)c1OC	157	?	i	/	?	/	-13%	9%	0.37µM*
COc1cc(C2NC(=O)C(C#N)=C(S)N2c2ccccc2)ccc1OC(C)C (configuration not stated)	-11	1%	i	3%	6%	?	-6%	-44%	17%
O=C(CCN1C(=O)[C@@H]2Cc3ccccc3CN2C1=O)Nc1cccc(F)c1	-17	14%	i	-17%	0%	-17%	6%	2%	16%
COc1ccc(/C=C2\SC(=S)N(CCC(=O)NC3C=CS(=O)(=O)C3)C2=O)cc1 (configuration not stated)	?	19%	i	1%	4%	?	-14%	1%	9%
CC1CCCC(NC(=O)COC(=O)c2ccccc2Sc2ccccc2C#N)C1C (configuration not stated)	20	-1%	i	-1%	4%	2%	-8%	-2%	9%
Cc1cc(C)c(C#N)c(SCC(=O)Nc2ccc(S(=O)(=O)Nc3ncccn3)cc2)n1	i	0%	i	-27%	-2%	-6%	-3%	6%	0%
CSc1ncc(Cl)c(C(=O)Nc2c(C(=O)c3ccc(C)c(F)c3)oc3ccccc23)n1	/	/	i	/	/	/	2%	1%	5%
Cc1cccc(N2CCN(C(=O)Cc3ccc(Br)cc3)CC2)c1C	-10	?	i	?	?	?	10%	-31%	?
CCOC(=O)C1=C2NC(=O)c3ccccc3N2C(=O)C1	17	6%	i	4%	2%	-2%	-7%	0%	-2%
CS(=O)(=O)N(Cc1ccccc1)c1ccc(C(=O)Nc2cccnc2)cc1	-11	-50%	i	-1%	0%	-50%[inhibitor]	9%	-32%	-5%
Cc1ccc(S(=O)(=O)N2CCN(C(=S)NCCc3ccccc3)CC2)cc1	4	7%	i	-14%	-5%	-1%	-22%	-17%	16%
COCCN1Cc2cccc(C(=O)Nc3cc(OC)ccc3OC)c2C1=O	1	9%	i	-5%	-1%	0%	-6%	-19%	1%
N#Cc1sc2nc(N3CCCCC3)c3c(c2c1N)CCCC3	-12	?	i	-4%[9.22 µM]	?	?	-22%	-100%	?

Record cards, as listed above.
CS(=O)(=O)N(Cc1ccccc1)c1ccc(C(=O)Nc2cccnc2)cc1 as listed: IL-1B inflam inh = -11; HT1080NT lethal = -50%; ATXN viability = i; SW480 rerep = -1%; HT1080 IDH1KD tx = 0%; MCF10A rereplic = -50%[inhibitor]; ATXN2 expr inh = 9%; HepG2 viability = -32%; KB-3-1 tox = -5%
CSc1ncc(Cl)c(C(=O)Nc2c(C(=O)c3ccc(C)c(F)c3)oc3ccccc23)n1 as listed: IL-1B inflam inh = /; HT1080NT lethal = /; ATXN viability = i; SW480 rerep = /; HT1080 IDH1KD tx = /; MCF10A rereplic = /; ATXN2 expr inh = 2%; HepG2 viability = 1%; KB-3-1 tox = 5%

(cont.)
SMILES	IL-1B inflam inh	HT1080NT lethal	ATXN viability	SW480 rerep	HT1080 IDH1KD tx	MCF10A rereplic	ATXN2 expr inh	HepG2 viability	KB-3-1 tox
Cc1ccc(C)c(C(=O)COC(=O)c2cc(Cl)nc3ccccc23)c1	26	2%	i	25%	0%	-5%	10%	6%	-4%
O=C1CC[C@@H](C(=O)N2CSC[C@@H]2C(=O)Nc2cccc(C(F)(F)F)c2)N1	8	10%	i	/	2%	/	/	15%	11%
O=C(COc1ccc2ccc(=O)oc2c1)Nc1ccc(CCO)cc1	6	2%	i	-2%	11%	-3%	1%	0%	5%
C=CCn1c(=O)c2ccccc2n2c(SCc3csc(-c4ccccc4)n3)nnc12	21	3%	?	-8%	0%	1%	-3%	-17%	-8%
O=C1NC2(Nc3ccccc31)C(=O)Nc1ccccc12 (configuration not stated)	-1	3%	?	8%	0%	?	20%	-6%	-1%
O=C(CC12CC3CC(CC(C3)C1)C2)NCC(c1ccc(F)cc1)N1CCOCC1 (configuration not stated)	6	-16%	i	-7%	-9%	-14%	-3%	-13%	-2%
CCCCNC(=O)c1onc(CSc2nc3ccccc3[nH]2)c1C(=O)NCCCC	-24	7%	i	4%[9.22 µM]	1%	0%	4%	-28%	5%
CCN(CC)S(=O)(=O)c1cccc(NC(=O)CSc2nnc(N)s2)c1	40	-6%	i	0%	-5%	1%	-9%	-2%	-10%
Cc1cnc(C(=O)OCC(=O)c2c(N)n(CC(C)C)c(=O)n(C)c2=O)cn1	24	-6%	i	-5%	-5%	6%	1%	-5%	-15%
O=C(c1ccco1)n1nc(-c2cccnc2)nc1NCc1ccco1	6	0%	i	-63%	-1%	-35%[inhibitor]	1%	0%	-4%
CN(C(=O)C1CCCCC1)C1CCS(=O)(=O)C1 (configuration not stated)	-5	0%	i	31%	16%	0%	-3%	-8%	7%
O=C(Nc1cccc2ccccc12)N1CCc2ccccc2C1	25	-8%	i	6%	-3%	3%	18%	-7%	7%
C/C(CC(=O)Nc1cc(C)ccn1)=N\NC(=O)c1ccncc1	13	13%	i	-4%	13%	-1%	15%	3%	4%
Cc1ccc(NC(=O)CCN2CCc3ccccc3C2)cc1	14	-23%	i	1%	?	-6%	0%	-12%	-3%
Cc1ccc(S(=O)(=O)NCCCCCC(=O)Nc2ccccc2C)cc1	17	11%	i	?	6%	2%	6%	4%	-12%
O=C(CCCc1ccccc1)Nc1ccccc1[N+](=O)[O-]	4	1%	i	?	-11%	?	41%[activator]	8%	5%
COCCc1ccc(OC2(C)CCN(Cc3cccc(OCOC)c3)C2)cc1 (configuration not stated)	-25	16%	i	/	1%	/	-14%	-22%	-7%
Cc1ccccc1NC(=O)CCN1CCCCCC1	-21	16%	i	-3%	5%	0%	-2%	-18%	9%
Cc1cccc(COc2ncnc3nc[nH]c23)c1	12	-15%	i	-11%	-3%	0%	0%	-7%	0%

11 entries already listed, sorted by SMILES length, smallest number first:
SMILES	IL-1B inflam inh	HT1080NT lethal	ATXN viability	SW480 rerep	HT1080 IDH1KD tx	MCF10A rereplic	ATXN2 expr inh	HepG2 viability	KB-3-1 tox
Cc1ccccc1NC(=O)CCN1CCCCCC1	-21	16%	i	-3%	5%	0%	-2%	-18%	9%
Cc1cccc(COc2ncnc3nc[nH]c23)c1	12	-15%	i	-11%	-3%	0%	0%	-7%	0%
CN(C(=O)C1CCCCC1)C1CCS(=O)(=O)C1 (configuration not stated)	-5	0%	i	31%	16%	0%	-3%	-8%	7%
O=C(Nc1cccc2ccccc12)N1CCc2ccccc2C1	25	-8%	i	6%	-3%	3%	18%	-7%	7%
O=C(CCCc1ccccc1)Nc1ccccc1[N+](=O)[O-]	4	1%	i	?	-11%	?	41%[activator]	8%	5%
O=C(c1ccco1)n1nc(-c2cccnc2)nc1NCc1ccco1	6	0%	i	-63%	-1%	-35%[inhibitor]	1%	0%	-4%
Cc1ccc(S(=O)(=O)NCCCCCC(=O)Nc2ccccc2C)cc1	17	11%	i	?	6%	2%	6%	4%	-12%
COCCc1ccc(OC2(C)CCN(Cc3cccc(OCOC)c3)C2)cc1 (configuration not stated)	-25	16%	i	/	1%	/	-14%	-22%	-7%
CCN(CC)S(=O)(=O)c1cccc(NC(=O)CSc2nnc(N)s2)c1	40	-6%	i	0%	-5%	1%	-9%	-2%	-10%
CCCCNC(=O)c1onc(CSc2nc3ccccc3[nH]2)c1C(=O)NCCCC	-24	7%	i	4%[9.22 µM]	1%	0%	4%	-28%	5%
Cc1cnc(C(=O)OCC(=O)c2c(N)n(CC(C)C)c(=O)n(C)c2=O)cn1	24	-6%	i	-5%	-5%	6%	1%	-5%	-15%
